# MKP-3 inhibition – MKP-3 phosphatase inhibitors, primary screen, biochemical, rat enzyme, in vitro (AID 425). inhibition, % at 20 µM, or IC50 in µM where a hit was titrated. hit rate 0.17% among 110,000. recombinant MKP-3 phosphatase activity, fluorescence; higher % means a stronger effect; in the data active means inhibition above about 50%;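 further: plate controls were vehicle for no effect and reference inhibitor for full effect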
# Hsp70 inhibitors – small molecules displacing fluorescent ligand from Hsp70 – biochemical, fluorescence polarization, primary screen (AID 583) | hit rate 0.06% among 140,000 | one-dose displacement, % at 20 µM; IC50 in µM for titrated hits | Hsp70 fluorescence polarization probe displacement, mP; higher % means a stronger effect; in the data active means displacement above about 50%;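 further: plate controls were vehicle for no effect and reference ligand for full effect; a part of the inactive calls stands beside numbers as strong as those of hits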
# * = called active by the depositor; . = not tested or not shown; & = joins results of further samples.
MKP-3 inhibition | Hsp70 inhibitors | compound
1% | -2.0% | COC(=O)c1ccc(C(=O)OC)c(NC(=O)c2c(Cl)cccc2Cl)c1
-11% | -4.1% | CCn1c2ccccc2c2cc(NC(=O)COC(=O)Cc3cn4ccsc4n3)ccc21
. | -3.2% | COc1ccc(N2CCN(C(=O)CSc3nnc(-c4cccnc4)n3-c3ccc(F)cc3)CC2)cc1
0% | 0.2% | CSc1ccc(S(=O)(=O)N(CC(=O)Nc2cccc(Cl)c2Cl)c2ccc(C)cc2)cc1
0% | 6.3% | Cc1sccc1/C=N/NC(=O)C1CC1
2% | -5.1% | C=CCSc1nc2c(c(-c3ccc(Br)cc3)c1C#N)C(=O)CC(C)(C)C2
-2% | 6.6% | CC(=O)N1CCN(CCN=CC2=C(O)CC(C)(C)CC2=O)CC1
. | 12% | O=C(Nc1ccccc1)c1cccnc1N1CCCC1
. | -0.6% | CCOC(=O)N1CCC(NC(=O)C(CC(C)C)NC(=O)C2CCC(C)CC2)CC1 (centres undefined)
4% | 1.7% | COc1ccc(Br)cc1/C=C/C(=O)Nc1cc(C)ccn1
-4% | -1.3% | Cc1ccc(C)c(S(=O)(=O)NCc2cccnc2)c1
3% | -3.3% | COc1ccc(S(=O)(=O)Nc2ccc(Oc3ccccc3)cc2)cc1Br

# The list goes on.
MKP-3 inhibition | Hsp70 inhibitors | compound
-11% | -0.8% | COc1cccc(NC(=O)c2oc3ccccc3c2NC(=O)C(C)(C)C)c1
2% | 0.1% | Cc1ccnc(NC(=O)c2ccc(OCC(C)C)cc2)c1
-10% | -2.2% | Cc1ccc(NC(=O)C2CCN(S(=O)(=O)c3cccc4nonc34)CC2)nc1
1% | 1.1% | CCN(CC)S(=O)(=O)c1ccc(NC(=O)c2ccc(OC)cc2)cc1
0% | 0.3% | Cc1c(C(=O)O/N=C(\N)c2ccc(Br)cc2)cccc1[N+](=O)[O-]
1% | -1.4% | COc1cccc(OCCCCNCC2CCCO2)c1 (centres undefined)
3% | -15% | CC(C)N1C(=O)C(=Cc2c(N(C)Cc3ccccc3)nc3ccccn3c2=O)SC1=S
8% | . | CC(C)CCn1cnc2c(cnn2-c2ccc(F)cc2)c1=O
2% | -6.0% | Cn1c(C(=O)NCCCN2CCOCC2)cc2c(=O)n(C)c3ccccc3c21
3% | -2.1% | Cc1cc(C)n2ncc(C(=O)Nc3ccc4c(c3)OCO4)c2n1
0% | -3.8% | CCOC(=O)C(NCc1ccccc1OC)(NC(C)=O)C(F)(F)F (centres undefined)
. | 0.8% | CCCCN(CC)Cc1ccc(CNC(=O)Nc2ccccc2)o1

# Fetched by compound from above (6):
MKP-3 inhibition | Hsp70 inhibitors | compound
-10% | -2.2% | Cc1ccc(NC(=O)C2CCN(S(=O)(=O)c3cccc4nonc34)CC2)nc1
8% | . | CC(C)CCn1cnc2c(cnn2-c2ccc(F)cc2)c1=O
. | 0.8% | CCCCN(CC)Cc1ccc(CNC(=O)Nc2ccccc2)o1
-11% | -0.8% | COc1cccc(NC(=O)c2oc3ccccc3c2NC(=O)C(C)(C)C)c1
0% | 0.2% | CSc1ccc(S(=O)(=O)N(CC(=O)Nc2cccc(Cl)c2Cl)c2ccc(C)cc2)cc1
1% | -1.4% | COc1cccc(OCCCCNCC2CCCO2)c1 (centres undefined)

# Structures listed so far that have a Cl atom:
MKP-3 inhibition | Hsp70 inhibitors | compound
1% | -2.0% | COC(=O)c1ccc(C(=O)OC)c(NC(=O)c2c(Cl)cccc2Cl)c1
0% | 0.2% | CSc1ccc(S(=O)(=O)N(CC(=O)Nc2cccc(Cl)c2Cl)c2ccc(C)cc2)cc1

# Remaining list, next part.
MKP-3 inhibition | Hsp70 inhibitors | compound
-10% | -6.2% | COc1ccc(N(CC(=O)Nc2cccc(C)c2)S(=O)(=O)c2c(C)n[nH]c2C)cc1
12% | 33% | O=C(c1ccco1)[C@@H]1[C@@H]2C(=O)N(c3ccccc3)C(=O)[C@@H]2C2c3ccccc3C=CN21 (some centres undefined)
. | -2.1% | Cc1ccc(C(=O)c2cc3ccccc3o2)cc1
0% | -3.6% | Cc1ccccc1-c1nc(CS(=O)CC(=O)NCCN2CCOCC2)c(C)o1 (centres undefined)
1% | -2.7% | COC(=O)CCC(=O)c1oc2ccccc2c1N
-8% | 5.3% | CC1=NCCN1S(=O)(=O)c1cc(Cl)ccc1Cl
. | -4.2% | CCOCc1cnc(C)nc1NCC(=O)c1c(C)[nH]c2ccc(OC)cc12
-3% | 1.9% | O=C(O)c1ccc(N/C(=N\S(=O)(=O)c2ccccc2)c2ccccc2)cc1
0% | -3.2% | CN1CCN(C(=O)c2nn3c(C(F)(F)F)cc(-c4ccccc4)nc3c2Cl)CC1
2% | -5.0% | COc1ccc(Cc2c(O)nc(SC)[nH]c2=O)cc1
-18% | -0.7% | CCOc1ccc(C2c3c(oc4ccccc4c3=O)C(=O)N2c2ccc(C)cn2)cc1OC (centres undefined)
-8% | -1.5% | NC(=O)c1nn2c(c1Br)NC(c1ccccc1)CC2C(F)(F)F (centres undefined)

# Reprinted from the part before: 2 compounds; new compounds follow.
MKP-3 inhibition | Hsp70 inhibitors | compound
-18% | -0.7% | CCOc1ccc(C2c3c(oc4ccccc4c3=O)C(=O)N2c2ccc(C)cn2)cc1OC (centres undefined)
-8% | -1.5% | NC(=O)c1nn2c(c1Br)NC(c1ccccc1)CC2C(F)(F)F (centres undefined)
. | 6.3% | COc1ccc(C(=O)OCC(=O)Nc2ccc(F)c(F)c2F)cc1OC
2% | 0.6% | CCOc1ccc(C2CC(=O)NC(SCc3ccccc3)=C2C#N)cc1OC (centres undefined)
4% | -2.7% | COC(=O)c1ccc(-n2c(C)ccc2-c2ccccc2)cc1
-10% | 3.3% | CCCC1=C(C(=O)OCC)C(c2ccc(N(C)C)cc2)n2ncnc2N1 (centres undefined)
. | -1.6% | O=C(N/N=C/C=C/c1ccccc1)C1CC1(c1ccccc1)c1ccccc1 (centres undefined)
-12% | 7.0% | O=C(O)C1CC=CCC1C(=O)Nc1cc(Cl)ccc1Cl (centres undefined)
-1% | 4.1% | CCOC(=O)c1ccc(NC(=O)CC(C)=O)cc1
10% | -0.8% | COc1ccc(C2CC(=O)C3=C(C2)Nc2ccccc2NC3c2ccc(Br)s2)cc1 (centres undefined)
-13% | -0.6% | CCOC(=O)c1ccccc1NC(=O)CN1C(=O)c2ccccc2S1(=O)=O
1% | 1.4% | O=C(CSc1nc2ccccc2n1Cc1ccccc1)N/N=C/c1ccco1
-1% | -0.4% | O=C(CSc1nc2cc(S(=O)(=O)N3CCOCC3)ccc2o1)NC1CCCc2ccccc21 (centres undefined)
-9% | -1.8% | Cc1cccn2c(=O)c3cc(C#N)c(=O)n(-c4c(C)n(C)n(-c5ccccc5)c4=O)c3nc12

# (list continues)
MKP-3 inhibition | Hsp70 inhibitors | compound
-2% | 6.2% | Cc1cc(C(=O)OCC(=O)Nc2ncc(C(F)(F)F)cc2Cl)c(C)o1
4% | 7.5% | CCOC(=O)C1=C(C)N=c2s/c(=C\c3cc(OC)ccc3OC)c(=O)n2C1c1cccc(OC)c1 (centres undefined)
-9% | 2.2% | O=C1CCc2cc(S(=O)(=O)N3CCC(C(=O)NC4CCCC4)CC3)ccc2N1
-4% | 5.2% | COC(=O)Cn1ccc(N(C)C)c(C#N)c1=O
3% | 1.7% | Cc1cc(C)nc(Nc2ccccc2Br)n1
-13% | 6.3% | CCCc1[nH]nc2c1C(c1cc(OC)cc(OC)c1)C(C#N)=C(N)O2 (centres undefined)
5% | 3.6% | CCOc1cc(C(=O)N(C)Cc2cc3ccccc3[nH]c2=O)cc(OCC)c1OCC
-9% | 3.1% | COC(=O)c1[nH]c2cccc(OC)c2c1NC(=O)CCN1CCN(c2ccccc2OC)CC1
. | 0.5% | CC(C)N(C(=O)COC(=O)c1cc(Cl)cc(Cl)c1N)C(C)C
-5% | 5.2% | CCOc1ccc(C2NC(=O)c3n[nH]c(C)c32)cc1 (centres undefined)
2% | 3.8% | O=C(NC(=S)Nc1nc(-c2ccccc2)cs1)c1ccccc1
2% | 0.3% | COc1ccc(OC(C)C(=O)Nc2ccc(S(N)(=O)=O)cc2)cc1 (centres undefined)

# Next section.
MKP-3 inhibition | Hsp70 inhibitors | compound
-11% | 0.2% | CCc1nnc(NC(=O)CCC(=O)N2CCCC2)s1
. | 0.4% | CCOC(=O)Cc1csc(NC(=O)CSc2nncn2C)n1
3% | -5.6% | Cc1ccc2cc(C#N)c(SCC(=O)NCc3ccco3)nc2c1
4% | 0.4% | Cc1cc(NCCN2CCOCC2)n2nc(C)c(-c3ccccc3)c2n1
-8% | -1.1% | CC1CCCN(CC(=O)Nc2ccc(S(=O)(=O)NC3CCCCC3)cc2)C1 (centres undefined)
2% | 2.9% | CC/C(C)=N/Oc1nc(N)nc(N(C)C)n1
3% | -2.8% | CCOC(=O)c1cnc(SCC(=O)Nc2sc(C)c(C)c2C#N)nc1N
5% | 0.5% | O=C(CSc1ccccn1)Nc1ccc2nc(SCC(=O)Nc3ccccc3F)sc2c1
-3% | 5.7% | Clc1ccc(N2CCN(/N=C/c3ccccc3Cl)CC2)cc1
. | 1.8% | CC(C)Nc1nnc(SCC(=O)c2c(N)n(Cc3ccccc3)c(=O)n(C)c2=O)s1
-2% | 2.6% | COc1ccccc1CC(NC(C)=O)C(=O)NC1CCN(c2nnnn2-c2ccccc2)CC1 (centres undefined)
. | 4.7% | CC(C)NC(=O)c1ccc(N2CCOCC2)nc1

# Other results follow:
MKP-3 inhibition | Hsp70 inhibitors | compound
-1% | 6.1% | COc1ccccc1S(=O)(=O)Cc1ccc(C(=O)NCCN2CCCC2)o1
-17% | 6.9% | CC(C)c1ccc(NC(=O)CSc2nnc(-c3ccccn3)n2C)cc1
. | -2.1% | CN1CCN(C(=O)C2(NC(=O)Nc3ccccc3Cl)CCCCC2)CC1
-1% | -3.0% | CC1(C)N=C(C(=O)c2ccccc2)N(O)C1(C)O (centres undefined)
-4% | 0.7% | Cc1ccc(NC(=S)NC(=O)/C=C/c2ccccc2)cc1C
-3% | -2.2% | Cc1cccc(C(=O)N2CCC(C)CC2)c1
-2% | -7.4% | Cc1ccc(CN(c2ccc(C(=O)N3CCOCC3)cc2)S(C)(=O)=O)cc1
-7% | 3.1% | CC1(C)C2CCC(C2)C1(C)NC(=O)CN1CCOCC1 (centres undefined)
. | -1.3% | CCC1CC2CC(NC(C)=O)C1C2 (centres undefined)
9% | 2.1% | COc1ccc(CCNC(=O)C2CCN(S(=O)(=O)c3cccc4nsnc34)CC2)cc1OC
21% | -2.2% | CN1CCN(CCCN2c3ccccc3Sc3ccc(C(F)(F)F)cc32)CC1
5%&-3% | 1.8%&5.2% | CC(N=C1NS(=O)(=O)c2ccccc21)c1ccccc1 (centres undefined)

# (listing goes on)
MKP-3 inhibition | Hsp70 inhibitors | compound
4% | 0.0% | O=C(NCc1ccccc1)C(=O)Nc1cccc(Cl)c1Cl
. | -0.5% | Cc1c(NC(=O)OC(C)C)sc(=S)n1C
2% | -0.9% | C/C(=N\NS(=O)(=O)c1ccc(C)c([N+](=O)[O-])c1)c1ccc(N)cc1
0% | 1.5% | O=C(CSc1nnc2c(n1)[nH]c1ccccc12)N(c1ccccc1)c1ccccc1
-12% | -1.1% | CCCn1c(SCC(=O)NCCc2ccc(Cl)cc2Cl)n[nH]c1=O
-10% | 9.1% | CCC1CCC(NC2CCCCNC2=O)CC1 (centres undefined)
-7% | 3.7% | Cc1ccc(CNC(=O)c2ccc(CN3CCOCC3)cc2)cc1
0% | 2.3% | CC1=C(C(=O)Nc2ccccc2C)C(c2ccc3c(c2)OCO3)C2=C(CC(C)(C)CC2=O)N1 (centres undefined)
5% | -4.3% | CCOc1ccc(NC(=O)c2ccc(S(=O)(=O)N(CC)CC)cc2)c([N+](=O)[O-])c1
8% | 0.6% | Cc1cccc(-n2c(C)cc(C=C3C(=O)NC(=S)NC3=O)c2C)c1
-6% | -4.8% | CC12CCC(C(=O)NCCN3CCCCC3)(CC1=O)C2(C)C (centres undefined)
-9% | 11% | Cc1cccn2c(=O)c(C=Nc3ccccc3)c(NCCO)nc12

# Later entries
MKP-3 inhibition | Hsp70 inhibitors | compound
-25% | 2.9% | O=C(CCCCCN1C(=O)CCC1=O)Nc1ncn[nH]1
-2% | -1.3% | O=C(c1cn(CC(=O)N2CCCC2)c2ccccc12)C1CCCCC1
6% | -0.5% | Cc1[nH]c2ccccc2c1/C=C(/C#N)C(=O)NCc1ccccc1
-1% | 0.8% | O=C(OCc1nc(-c2ccccc2)oc1COC(=O)c1ccco1)c1ccco1
. | 3.1% | Cc1cc(N)n2ncc(-c3ccc(F)cc3)c2n1
-3% | 2.4% | CCc1nnc(NC2=NCCC2)s1
3% | -2.5%&1.5% | CCOC(=O)C(C(=O)Nc1ccc(C)cc1)C1CCCCC1 (centres undefined)
4% | 0.6% | CCC1(CC)C(=O)N(C)C(=O)NC1=NCc1ccccc1
1% | 1.5% | O=C(Nc1ccccc1C(F)(F)F)c1ccc(Cl)cc1Cl
2% | -1.6% | CS(=O)(=O)N1CCN(c2ccc([N+](=O)[O-])c3ncccc23)CC1
3% | -1.3% | CC(=O)c1cnc2cc(-c3cccc(Br)c3)nn2c1C
3% | -3.8% | O=C(O)CCCCCN1C(=O)C(=O)/C(=C(/O)c2ccccc2)C1c1ccccc1Cl (centres undefined)

# Further structures follow:
MKP-3 inhibition | Hsp70 inhibitors | compound
9% | 2.7% | Cc1ccccc1C(=O)c1cccn1CC(=O)O
-7% | -1.3% | Cc1ccc2c(c1)nnn2C1CCN(CC(=O)Nc2ccccc2N2CCOCC2)CC1
. | -1.7% | CC(C)CNC(=O)CSc1ccc(Cl)cc1
-9% | 1.1% | Cc1ccc(NCc2nnc(SCC(=O)NCc3ccco3)n2CC2CCCO2)cc1Cl (centres undefined)
. | -0.2% | CCOc1cc(Br)c(C(=O)O)cc1OC
. | 1.4% | Cc1cccc(NC(=O)c2cc3n(n2)C(C(F)(F)F)CC(C2CC2)N3)c1C (centres undefined)
0% | 2.6% | O=C(CSc1nnc(CNC(=O)c2cccs2)o1)NCCc1ccccc1

# High-throughput results deposited in PubChem by Sanford-Burnham Center for Chemical Genomics.

# These rows are one share of the data; the hit share may differ from the screen's.
